# Shiga toxin inh – blocks Shiga toxin action in Vero cells; Vero cells, Shiga toxin protein synthesis inhibition reporter; inhibition, % at 38.7 µM; 290,000 tested, 9.2% active; AID 2315; in the data active means inhibition mostly above about 28%, no sharp cut-off; inactive means mostly below about 43%; further: 0% is about no effect
# Pf growth 96h – inhibits malaria parasite growth, 96 h. P. falciparum luciferase reporter growth, 96 h. Potency, µM (top dose mostly 28.7 µM), for the others: at the top dose activity change, negative = inhibition, most hits filed as inhibitors. 320,000 tested, 6.9% active. AID 504834; further: potency means the concentration at half of the fitted maximal effect; on the % scale 0 is the no-effect control and ±100 the full control effect
#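 Two parasite generations (96 h, 37 C, 5% CO2) of compound exposure in infected erythrocytes (0.05% parasitemia, 2% hematocrit). Luciferase-reporter P. falciparum; decreased luminescence indicates inhibited growth, aimed at apicoplast-acting delayed death.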
# LmPK inh – blocks Leishmania mexicana pyruvate kinase activity. 290,000 tested, 0.37% active. Q27686. AID 1721. Potency, µM (doses to about 57.5 µM), for inactives: at the highest dose activity change, negative = inhibition, usual class: inhibitors. purified LmPK, Kinase-Glo ATP luminescence, 1 h; further: potency means the concentration at half of the fitted maximal effect; on the % scale 0 is the no-effect control and ±100 the full control effect
# Target sequence (Q27686 whole entry, looked up): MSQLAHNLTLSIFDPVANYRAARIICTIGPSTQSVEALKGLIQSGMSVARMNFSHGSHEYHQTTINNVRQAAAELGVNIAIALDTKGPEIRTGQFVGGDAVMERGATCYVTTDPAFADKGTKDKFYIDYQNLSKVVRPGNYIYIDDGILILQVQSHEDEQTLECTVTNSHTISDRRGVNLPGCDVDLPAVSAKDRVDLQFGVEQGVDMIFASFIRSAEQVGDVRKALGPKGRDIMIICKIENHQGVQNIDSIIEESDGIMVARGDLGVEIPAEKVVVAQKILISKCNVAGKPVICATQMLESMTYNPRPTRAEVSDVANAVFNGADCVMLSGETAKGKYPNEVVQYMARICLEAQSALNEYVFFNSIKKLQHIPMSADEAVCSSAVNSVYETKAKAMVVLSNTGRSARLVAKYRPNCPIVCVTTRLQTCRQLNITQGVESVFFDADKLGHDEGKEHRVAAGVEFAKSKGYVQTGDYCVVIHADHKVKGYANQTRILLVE
#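 Purified LmPK (0.1 nM) with 0.5 mM PEP and 0.1 mM ADP in imidazole buffer pH 7.2 with MgCl2/KCl, 1 h at room temperature. ATP formed was read by luciferase luminescence and normalized to no-enzyme and uninhibited controls.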
# Cycloheximide cs – counter-screen hit for Shiga toxin inhibitors, cycloheximide | cell reporter, cycloheximide protein synthesis inhibition counterscreen | max response, % | 300,000 tested, 12% active | AID 2314; in the data active means max response mostly above about 13%, no sharp cut-off; inactive means mostly below about 14%; further: read at 38.3 µM for the half of the compounds with a filed dose; 0% is about no effect
# Tb PYK inh – T. brucei pyruvate kinase inhibition; 410,000 tested, 0.12% active; Potency, µM (top dose mostly 76.8 µM), without a hit: at the highest dose activity, negative = inhibition, actives largely listed as inhibitors; TbPYK enzyme, Kinase-Glo Plus ATP luminescence, 45 min; Q57TT1; further: potency means the concentration at half of the fitted maximal effect; on the % scale 0 is the no-effect control and ±100 the full control effect; nearly all actives have a fitted effect of over 50% in size
#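 Screened from lowest to highest concentration, compounds were pinned into TbPYK/substrate mixtures, and ADP (130 uM final) was added. Plates sat at room temperature for 45 min prior to Kinase-Glo Plus detection by luminescence.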
# HCV inhibitor – inhibitors of hepatitis C virus infection | Huh7.5.1 HCVcc-Cre infection, luciferase reporter, 44 h | Potency, µM (doses to about 41.8 µM), inactives show top-dose activity change, negative = inhibition, hits mostly inhibitors | 340,000 tested, 3.4% active; further: potency means the concentration at half of the fitted maximal effect; on the % scale 0 is the no-effect control and ±100 the full control effect
#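 Seed cells (1,000/well) for 4 h; treat with compound and infect with HCVcc-Cre, moi about 0.5. Incubate 44 h, then detect luciferase activity.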
# Pf growth 48h – P. falciparum growth inhibition at 48 hours (one generation); P. falciparum luciferase growth in erythrocytes, 48 h; AID 504832; 310,000 tested, 5.9% active; Potency, µM (titrated, usually from 28.7 µM), for inactives: at the highest dose activity change, negative = inhibition, most hits filed as inhibitors; further: potency means the concentration at half of the fitted maximal effect; on the % scale 0 is the no-effect control and ±100 the full control effect
#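 Parasite viability was followed by luminescence of a genomically integrated firefly luciferase. Cultures held 0.1% parasitemia at 2% hematocrit (final), incubated under 5% CO2 at 37 C.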
# Active calls of the source: *; ? = inconclusive; . = not tested or not shown; [ ] = another dose, or the depositor's remark. Unless noted, the call rests on the fitted dose curve; in most records, active means well fitted curve in the direction sought with a large enough effect; inconclusive means small, poorly fitted or top-dose-only effect, or another doubt; inactive means no such curve, though single readings can be large; an effect the other way counts as inactive or inconclusive.
# Labels used below – A = Shiga toxin inh; B = Pf growth 96h; C = LmPK inh; D = Cycloheximide cs; E = Tb PYK inh; F = HCV inhibitor; G = Pf growth 48h
CC(C)CN(CC(C)C)C(=O)Nc1ccccc1F
  A: 13; B: -2%; C: 3%; D: -2; E: 5%; F: 12%; G: 1%[5.75 µM]

CCOC(=O)C1(CCSC)NC(c2ccco2)C2C(=O)N(C)C(=O)C21 (stereo unspecified)
  A: -5; B: ?; C: 3%; D: -2; E: 13%; F: 3%; G: 6%

O=C(COc1ccccc1)NCc1cccs1
  A: 28; B: 32%; C: -1%; D: 7; E: 1%; F: 26%; G: ?

Cc1cc(C)n(-c2nnc(C)n2NS(=O)(=O)c2ccc(F)cc2)n1
  A: -22; B: ?; C: -5%; D: 12; E: -4%; F: 12%; G: 29%

O=C(CCNC(=O)c1ccco1)Nc1nc2ccccc2s1
  A: .; B: 39%[activator]; C: .; D: .; E: -4%; F: -16%; G: 15%

C=CCn1c(SCC(=O)NCc2ccc3c(c2)OCO3)nc2scc(-c3ccc(F)cc3)c2c1=O
  A: -20; B: -21%; C: 12%; D: -2; E: 0%; F: 1%; G: .

CN(C)S(=O)(=O)c1ccc(NC(=S)NC(=O)c2ccc(Br)o2)cc1
  A: 0; B: 17%; C: -6%; D: 5; E: .; F: .; G: -8%

COc1ccc(NC(=S)NC23CC4CC(CC(C4)C2)C3)cc1OC
  A: -20; B: ?; C: -16%; D: 9; E: 4%; F: 7%; G: ?

Cc1ccc(-c2nc3ncccc3n2O)cc1
  A: 27; B: 62%[activator]; C: -1%; D: 8; E: 0%; F: 20%; G: -9%[0.00184 µM]

CC(C)N1CCN(Cc2cnc(N3CCCC3)s2)CC1CCO (stereo unspecified)
  A: -7; B: 9.3µM*; C: -1%; D: -3; E: 2%; F: 17%; G: 8%

Cc1ccccc1C(=O)c1cccn1CC(=O)NCc1ccc2c(c1)OCO2
  A: 51; B: ?; C: -1%; D: 23*; E: 2%; F: -26%; G: 16%

O=C1CC(NS(=O)(=O)c2cccs2)CN1c1ccc(F)cc1 (stereo unspecified)
  A: .; B: 1%; C: .; D: .; E: -2%; F: -2%; G: 14%

O=C(c1ccc(-n2cncn2)c([N+](=O)[O-])c1)N1CCN(c2cccc(Cl)c2)CC1
  A: -13; B: -25%; C: -16%; D: -3; E: -2%; F: .; G: 4%

CCOC(=O)c1sc(NC(=O)c2cccs2)cc1C
  A: 141*; B: .; C: ?; D: 32*; E: 1%; F: ?; G: 1%

COc1ccc(CCN(Cc2ccccn2)C(=S)Nc2ccccc2F)cc1OC
  A: -8; B: 56%[activator]; C: 1%; D: 0; E: -1%; F: 22%; G: -24%

# Next part:
# Labels used below – A = Shiga toxin inh; B = Pf growth 96h; C = LmPK inh; D = Cycloheximide cs; E = Tb PYK inh; F = HCV inhibitor; G = Pf growth 48h
Cc1cccc(C(=O)NCC(C)NC(=O)c2cccc(C)c2)c1 (stereo unspecified)
  A: .; B: ?; C: -3%; D: -1; E: -1%; F: 0%; G: -8%

CCOc1ccc2nc(N/C(N)=N/C(=S)Nc3ccc(OC)cc3)nc(C)c2c1
  A: -3; B: ?; C: 0%; D: -4; E: 1%; F: ?; G: 4.1µM*

CCNC(=O)NC(=O)C(C)OC(=O)C(C)(C)Oc1ccc(Cl)cc1 (stereo unspecified)
  A: -5; B: 24%; C: -5%; D: -1; E: 3%; F: 11%; G: 1%

O=C(c1ccc2c(c1)N(Cc1ccccc1)CCS2)N1CCCCC1
  A: 16; B: 0.74µM*; C: 2%; D: 6; E: -2%; F: ?; G: ?

COc1cccc(NC(=O)CC(c2ccc(OC(C)C)cc2)c2ccccc2OC)c1 (stereo unspecified)
  A: -12; B: 73%[activator]; C: 3%; D: 3; E: 5%; F: 2%; G: -4%

C=CCn1c(C)nnc1SCC(=O)Nc1oc(C)c2c(C)n[nH]c(=O)c12
  A: .; B: 1%; C: .; D: .; E: -12%; F: 2%; G: 17%

Cc1cccc(N(CC(=O)Nc2c(C)n(C)n(-c3ccccc3)c2=O)S(C)(=O)=O)c1C
  A: -5; B: .; C: 0%; D: 0; E: 1%; F: 25%; G: 8%

Cc1ccc(CC(=O)N/N=C/c2ccc(OC(=O)c3ccc([N+](=O)[O-])cc3)cc2)cc1
  A: -12; B: ?; C: 0%; D: -1; E: 1%; F: -17%; G: -4%

Cc1noc(COc2ccccc2OCc2onc(C)c2Cl)c1Cl
  A: 2; B: ?; C: 1%; D: 3; E: 2%; F: -13%; G: ?

Cc1cc(N2CCCC2)nc2ccc(NC(=S)NC(C)C)cc12
  A: 10; B: -24%; C: 0%; D: 15; E: 4%; F: ?; G: 10µM*

O=C(NCC(c1cccs1)N1CCOCC1)c1ccc(Cl)s1 (stereo unspecified)
  A: 23; B: ?; C: 2%; D: -2; E: 7%; F: -11%; G: -9%

CCN(CC)CCOC(=O)CCc1cccc2ccccc12
  A: 13; B: ?; C: -3%; D: -6; E: 11%; F: 18%; G: -23%

CCC(=O)Nc1cccc(-c2csc(-c3ccccc3)n2)c1
  A: 62*; B: -2%; C: -1%; D: 54*; E: 1%; F: ?; G: 34%[activator]

O=C(Nc1ccc(N2CCN(C(=O)c3cccs3)CC2)cc1)c1cccnc1Cl
  A: -11; B: 5%; C: 0%; D: -5; E: 1%; F: -12%; G: -19%

Cc1cc(C)n(/N=C/c2ccc(O)cc2)c(=O)c1C#N
  A: -2; B: 0%; C: 8%; D: -3; E: 5%; F: ?; G: 8%

COc1ccccc1C(=O)N1CCN(c2cccc(C(F)(F)F)c2)CC1
  A: -29; B: -26%; C: -5%; D: 13; E: 16%; F: ?; G: -18%

# Compounds listed so far that have a nitro group on carbon:
# Labels used below – A = Shiga toxin inh; B = Pf growth 96h; C = LmPK inh; D = Cycloheximide cs; E = Tb PYK inh; F = HCV inhibitor; G = Pf growth 48h
O=C(c1ccc(-n2cncn2)c([N+](=O)[O-])c1)N1CCN(c2cccc(Cl)c2)CC1
  A: -13; B: -25%; C: -16%; D: -3; E: -2%; F: .; G: 4%

Cc1ccc(CC(=O)N/N=C/c2ccc(OC(=O)c3ccc([N+](=O)[O-])cc3)cc2)cc1
  A: -12; B: ?; C: 0%; D: -1; E: 1%; F: -17%; G: -4%

# Shown as labelled records: 4 of the compounds above.
Cc1ccccc1C(=O)c1cccn1CC(=O)NCc1ccc2c(c1)OCO2
  Shiga toxin inh: 51 | Pf growth 96h: ? | LmPK inh: -1% | Cycloheximide cs: 23* | Tb PYK inh: 2% | HCV inhibitor: -26% | Pf growth 48h: 16%

COc1cccc(NC(=O)CC(c2ccc(OC(C)C)cc2)c2ccccc2OC)c1 (stereo unspecified)
  Shiga toxin inh: -12 | Pf growth 96h: 73%[activator] | LmPK inh: 3% | Cycloheximide cs: 3 | Tb PYK inh: 5% | HCV inhibitor: 2% | Pf growth 48h: -4%

C=CCn1c(C)nnc1SCC(=O)Nc1oc(C)c2c(C)n[nH]c(=O)c12
  Shiga toxin inh: . | Pf growth 96h: 1% | LmPK inh: . | Cycloheximide cs: . | Tb PYK inh: -12% | HCV inhibitor: 2% | Pf growth 48h: 17%

Cc1cc(C)n(/N=C/c2ccc(O)cc2)c(=O)c1C#N
  Shiga toxin inh: -2 | Pf growth 96h: 0% | LmPK inh: 8% | Cycloheximide cs: -3 | Tb PYK inh: 5% | HCV inhibitor: ? | Pf growth 48h: 8%
